# Compound activity (PubChem)
# BioA inh – BioA (M. tuberculosis) enzyme inhibition. purified M. tuberculosis BioA enzyme, plate reader. AID 602481. inhibition, % at 9.99 µM. 360,000 compounds, 0.096% hits; in the data active = inhibition above about 40%
# * = called active by the depositor. Some of the compounds tested. The share of hits here may be higher or lower than overall.
CCCc1cn(CC[C@H]2CC[C@@H](NS(=O)(=O)c3ccccc3Cl)[C@@H](CO)O2)nn1
- BioA inh: 2.6

C[C@H]1CN([C@@H](C)CO)C(=O)Cc2cc(N(C)C)ccc2O[C@H]1CN(C)Cc1ccc(-c2ccccc2)cc1
- BioA inh: 0.1

CN1CCN(C(=O)C[C@@H]2C=C[C@@H](NC(=O)c3ccc4c(c3)OCO4)[C@@H](CO)O2)CC1
- BioA inh: -0.2

COc1ccc(S(=O)(=O)N(C)C[C@@H]2Oc3ccc(NS(=O)(=O)c4c(C)noc4C)cc3CC(=O)N([C@H](C)CO)C[C@@H]2C)cc1
- BioA inh: -2.9

O=C(C[C@@H]1CC[C@H]2[C@@H](COC[C@@H](O)CN2C(=O)Nc2ccc(Cl)cc2)O1)N1CCCCC1
- BioA inh: -0.5

C[C@@H]1CN([C@H](C)CO)C(=O)c2cc(-c3ccc(C(=O)N(C)C)cc3)cnc2O[C@H]1CN(C)C(=O)c1cccnc1
- BioA inh: 0.5

COc1ccccc1NC(=O)N[C@H]1C=C[C@@H](CC(=O)N2CCC(Cc3ccccc3)CC2)O[C@H]1CO
- BioA inh: 1.7

O=C(Nc1ccc(F)cc1)N[C@H]1CC[C@H](CCNS(=O)(=O)c2cccc(Cl)c2)O[C@H]1CO
- BioA inh: -6.1

COc1ccc(NC(=O)Nc2cccc3c2O[C@H](CN(C)S(=O)(=O)c2ccc(F)cc2)[C@H](C)CN([C@H](C)CO)C3=O)cc1
- BioA inh: -0.1

O=C(C[C@@H]1CC[C@@H]2[C@H](COC[C@H](O)CN2C(=O)c2cnccn2)O1)NCc1ccccc1
- BioA inh: -0.3

C/C=C/c1ccc([C@@H]2[C@@H](C#N)N(c3nc(-c4ccccc4)cs3)[C@H]2CO)cc1
- BioA inh: -3.3

CO[C@H](CN(C)C(=O)c1ccc2c(c1)OCO2)[C@H](C)CN([C@@H](C)CO)S(=O)(=O)c1ccccc1
- BioA inh: 31

C[C@H](CO)N1C[C@H](C)[C@@H](CN(C)CC2CCOCC2)Oc2cc(C#Cc3cccnc3)ccc2S1(=O)=O
- BioA inh: 2.6

C[C@H](NC(=O)C[C@@H]1C[C@H]2c3cc(N(C)C)ccc3O[C@H]2[C@H](CO)O1)c1ccccc1
- BioA inh: 0.7

COCC(=O)Nc1ccc2c(c1)OC[C@H](C)N(CCC(F)(F)F)C[C@@H](C)[C@@H](OC)CN(C)C2=O
- BioA inh: -2.8

C[C@H]1CCCCO[C@@H](CN(C)C(=O)Cc2ccccc2)[C@@H](C)CN([C@@H](C)CO)C(=O)c2cc(NS(=O)(=O)c3cccs3)ccc2O1
- BioA inh: -0.3

CC(C)NC(=O)N1[C@@H]2CN(C(=O)C3CC3)c3ccccc3[C@@H]2[C@@H]1CO
- BioA inh: -5.7

C[C@H](CO)N1C[C@H](C)[C@H](CN(C)C(=O)Nc2cccc3ccccc23)Oc2c(NS(=O)(=O)c3ccc(F)cc3)cccc2C1=O
- BioA inh: 1.9

Cc1noc(C)c1NC(=O)Nc1ccc2c(c1)C(=O)N([C@H](C)CO)C[C@H](C)[C@@H](CN(C)C(=O)Nc1ccc3c(c1)OCO3)OCCCC[C@H](C)O2
- BioA inh: 3.6

Cc1noc(C)c1S(=O)(=O)Nc1cccc2c1O[C@@H](CN(C)Cc1ccc(-c3ccccc3)cc1)[C@@H](C)CN([C@H](C)CO)C2=O
- BioA inh: -1.5

CN1C(=O)c2cc(NC(=O)c3cccc(Cl)c3)ccc2OC[C@@H]2O[C@H](CC(=O)NC3CCCCC3)CC[C@@H]21
- BioA inh: -1.7

C[C@@H]1CN([C@H](C)CO)C(=O)Cc2cc(NC(=O)CCC(F)(F)F)ccc2O[C@H]1CN(C)C(=O)Nc1cccc2ccccc12
- BioA inh: -1.2

C[C@@H]1CN([C@@H](C)CO)C(=O)c2cc(NS(=O)(=O)c3cn(C)cn3)ccc2O[C@@H](C)CCCCO[C@@H]1CN(C)S(=O)(=O)c1ccccc1
- BioA inh: -2.3

C[C@@H]1CCCCO[C@H](CN(C)S(=O)(=O)c2ccc(F)cc2)[C@H](C)CN([C@H](C)CO)C(=O)c2cc(N(C)C)ccc2O1
- BioA inh: -3.0

Cc1ccc(S(=O)(=O)NCC[C@H]2CC[C@H](NC(=O)C3CCOCC3)[C@H](CO)O2)cc1
- BioA inh: -3.9

C[C@@H]1CN([C@H](C)CO)C(=O)c2cc(NC(=O)Nc3ccc(C(F)(F)F)cc3)ccc2O[C@@H](C)CCCCO[C@@H]1CN(C)Cc1ccncc1
- BioA inh: -0.6

Cc1ccc(S(=O)(=O)N[C@H]2C=C[C@H](CC(=O)NCc3ccccc3F)O[C@@H]2CO)cc1
- BioA inh: 3.4

C[C@H](CO)N1C[C@H](C)[C@@H](CN(C)Cc2ccc(C(=O)O)cc2)Oc2ccc(NC(=O)NC3CCCCC3)cc2C1=O
- BioA inh: 1.4

O=C(c1cccnc1)N1C[C@@H]2[C@H](c3ccccc31)[C@@H](CO)N2CC1CCCCC1
- BioA inh: 0.4

CC(C)C(=O)Nc1ccc2c(c1)C(=O)N(C)[C@@H]1CC[C@H](CC(=O)NCCCN(C)C)O[C@@H]1CO2
- BioA inh: -1.7

COc1ccc(S(=O)(=O)N(C)C[C@H]2OCCCC[C@H](C)Oc3ccc(NC(=O)C4CCCCC4)cc3C(=O)N([C@H](C)CO)C[C@@H]2C)cc1
- BioA inh: -3.7

CC=Cc1ccc2n(c1=O)C[C@H]1[C@H](CO)[C@@H](C(=O)Nc3ccccc3)[C@@H]2N1C(=O)CC (mixture of isomers)
- BioA inh: -1.9

O=C(NCC(F)(F)F)[C@@H]1[C@@H](CO)[C@@H]2Cn3c(cccc3=O)[C@H]1N2C(=O)C1CCC1
- BioA inh: -0.8

C[C@@H]1CN([C@H](C)CO)C(=O)c2cc(C#CCc3ccccc3)cnc2O[C@H]1CN(C)C(=O)C1CCCCC1
- BioA inh: 1.7

C[C@@H]1CN([C@H](C)CO)C(=O)c2cc(NS(C)(=O)=O)ccc2O[C@@H](C)CCCCO[C@@H]1CN(C)Cc1ccc(C(F)(F)F)cc1
- BioA inh: 5.9

C[C@H](CO)N1C[C@H](C)[C@@H](CN(C)S(=O)(=O)c2ccc(Cl)cc2)Oc2c(NS(=O)(=O)c3ccc(Cl)cc3)cccc2C1=O
- BioA inh: -0.6

CC(C)NC(=O)Nc1ccc2c(c1)CC(=O)N([C@@H](C)CO)C[C@@H](C)[C@@H](CN(C)CC1CCCCC1)O2
- BioA inh: 0.2

CCCNC(=O)Nc1ccc2c(c1)OC[C@H](C)N(C(=O)C1CCOCC1)C[C@@H](C)[C@H](OC)CN(C)C2=O
- BioA inh: -1.6

CCNC(=O)[C@H]1[C@H](CO)[C@H]2Cn3c(ccc(-c4ccc(F)cc4)c3=O)[C@@H]1N2C
- BioA inh: -1.8

O=C(NCC1CC1)[C@@H]1[C@@H](CO)[C@@H]2Cn3c(cccc3=O)[C@H]1N2C(=O)c1ccc(F)cc1
- BioA inh: -1.9

C[C@@H]1CN([C@@H](C)CO)C(=O)Cc2cc(NS(=O)(=O)c3ccc(F)cc3)ccc2O[C@@H]1CN(C)S(=O)(=O)c1cn(C)cn1
- BioA inh: 0.6

C[C@H]1CN([C@@H](C)CO)C(=O)c2cccc(NC(=O)c3ccncc3)c2O[C@H]1CN(C)S(=O)(=O)c1ccccc1
- BioA inh: -2.3

O=C(C[C@@H]1CC[C@@H]2[C@H](COC[C@H](O)CN2CC2CC2)O1)NCC1CC1
- BioA inh: 0.6

C[C@@H]1CN([C@H](C)CO)C(=O)Cc2cc(NC(=O)Cc3cn(C)c4ccccc34)ccc2O[C@@H]1CN(C)C
- BioA inh: -1.5

C[C@@H]1CN([C@@H](C)CO)C(=O)c2cc(NC(=O)Nc3cccc4ccccc34)ccc2O[C@@H](C)CCCCO[C@@H]1CN(C)Cc1ccc(C(=O)O)cc1
- BioA inh: 2.9

C[C@@H]1CCCCO[C@H](CN(C)Cc2ccc(C(=O)O)cc2)[C@H](C)CN([C@@H](C)CO)C(=O)c2cc(N(C)C)ccc2O1
- BioA inh: 0.2

O=S(=O)(c1cccc(F)c1)N1CCN(Cc2ccc(OCCO)cc2)CC1
- BioA inh: 0.0

O=C(c1cccnc1)N1C[C@@H]2[C@H](c3ccccc31)[C@H](CO)N2C(=O)C1CC1
- BioA inh: -0.9

CCCNC(=O)N1[C@H](CNC(C)=O)[C@H](c2ccccc2)[C@@H]1CO
- BioA inh: -1.7

CC=Cc1ccc2n(c1=O)C[C@H]1[C@H](CO)[C@@H](C(=O)OC)N(CCc3ccccc3)[C@@H]21 (mixture of isomers)
- BioA inh: 2.8

Cc1noc(C)c1S(=O)(=O)Nc1ccc2c(c1)C(=O)N([C@H](C)CO)C[C@@H](C)[C@@H](CN(C)Cc1ccccc1)OCCCC[C@@H](C)O2
- BioA inh: 1.2

C/C=C/c1ccc([C@H]2[C@@H](CNS(C)(=O)=O)N(CC3CCCC3)[C@H]2CO)cc1
- BioA inh: -8.6

CC(C)(C)[S@@](=O)N1Cc2cc(C(=O)NCCN3CCCC3)nc(-c3cccc(-c4cccc(C#N)c4)c3)c2[C@H]1CCO
- BioA inh: -0.4

CC(C)NC(=O)N[C@@H]1CC[C@H](CCNS(=O)(=O)c2ccc(Cl)cc2)O[C@H]1CO
- BioA inh: -0.3

CC(C)NC(=O)N(C)C[C@H]1Oc2ncc(C#CC3CCCC3)cc2C(=O)N([C@@H](C)CO)C[C@H]1C
- BioA inh: 1.2

C[C@@H]1CN([C@@H](C)CO)C(=O)c2cc(NC(=O)Nc3ccc4c(c3)OCO4)ccc2O[C@H]1CN(C)C(=O)Nc1ccc(F)cc1
- BioA inh: -3.2

COc1cccc(S(=O)(=O)N2CC[C@H]3[C@@H](CO)N(C)c4ccc(C5=CCCCC5)cc4[C@H]32)c1
- BioA inh: -0.9

CCN1[C@@H]2c3ccc(-c4cccc(F)c4)c(=O)n3C[C@@H]2[C@@H](CO)[C@@H]1C(=O)N(C)C
- BioA inh: -0.1

COc1ccc(S(=O)(=O)Nc2cccc3c2O[C@H](CN(C)C(=O)Nc2c(C)noc2C)[C@H](C)CN([C@H](C)CO)C3=O)cc1
- BioA inh: -2.4

COc1ccc(S(=O)(=O)Nc2ccc3c(c2)C(=O)N([C@@H](C)CO)C[C@H](C)[C@@H](CN(C)C(=O)Nc2ccccc2)OCCCC[C@@H](C)O3)cc1
- BioA inh: -6.6

COC(=O)[C@H]1[C@H](CO)[C@H]2Cn3c(ccc(C4=CCCC4)c3=O)[C@H]2N1C(=O)C1CCCC1
- BioA inh: -1.5

C[C@H]1CN([C@@H](C)CO)C(=O)c2cc(NS(=O)(=O)c3ccc(F)cc3)ccc2O[C@H]1CN(C)Cc1ccc(C(=O)O)cc1
- BioA inh: -0.5

C[C@H]1CN([C@@H](C)CO)C(=O)Cc2cc(NC(=O)C3CCCCC3)ccc2O[C@@H]1CN(C)C
- BioA inh: -0.3

CNC[C@@H]1Oc2ncc(-c3ccc(OC)cc3)cc2C(=O)N([C@@H](C)CO)C[C@H]1C
- BioA inh: 0.5

COc1ccc(NC(=O)Nc2ccc3c(c2)CC(=O)N([C@@H](C)CO)C[C@H](C)[C@@H](CN(C)C)O3)cc1
- BioA inh: -4.2

CCCNC(=O)[C@@H]1[C@@H](CO)[C@@H]2Cn3c(cccc3=O)[C@H]1N2C(=O)C1CCC1
- BioA inh: -1.6

Cn1cnc(CCNC(=O)C[C@H]2CC[C@@H]3[C@H](COC[C@H](O)CN3C(=O)Nc3ccc(Cl)cc3)O2)c1
- BioA inh: 1.3

C[C@@H]1CN([C@H](C)CO)C(=O)c2cccc(NC(=O)NC3CCCCC3)c2O[C@H]1CN(C)C
- BioA inh: 2.1

CCCC(=O)Nc1ccc2c(c1)C(=O)N(C)C[C@@H](OC)[C@H](C)CN(Cc1ccccc1C(=O)O)[C@H](C)CO2
- BioA inh: -0.9

COCC#Cc1ccc2c(c1)O[C@@H](CN(C)Cc1ccccc1)[C@@H](C)CN([C@H](C)CO)S2(=O)=O
- BioA inh: -0.9

C[C@H]1CN([C@@H](C)CO)C(=O)c2cc(NC(=O)Cc3cn(C)c4ccccc34)ccc2O[C@H]1CN(C)Cc1ccc2c(c1)OCO2
- BioA inh: 1.2

CO[C@@H]1CN(C)C(=O)c2cc(NC(C)=O)ccc2OC[C@@H](C)N(Cc2nccs2)C[C@@H]1C
- BioA inh: -2.9

CN(C)CCCNC(=O)[C@@H]1[C@@H](CO)[C@@H]2Cn3c(ccc(-c4ccncc4)c3=O)[C@H]1N2C(=O)C1CC1
- BioA inh: -0.8

O=C1O[C@H](c2ccccc2)[C@H](c2ccccc2)N2[C@H]1[C@@H](C(=O)Nc1nc3ccccc3s1)[C@]1(C(=O)Nc3ccc(C#CCCO)cc31)[C@H]2c1ccc(OCCO)cc1
- BioA inh: -1.8

C[C@H](CO)N1C[C@H](C)[C@H](CN(C)C(=O)NC2CCCCC2)Oc2ccc(NS(=O)(=O)c3ccc(Cl)cc3)cc2CC1=O
- BioA inh: -2.7

O=C(C[C@H]1C[C@H]2c3cc(NC(=O)NC4CCCCC4)ccc3O[C@H]2[C@H](CO)O1)NCC1CC1
- BioA inh: 0.3

Cc1ccc(S(=O)(=O)N(C)C[C@@H]2Oc3ccc(N(C)C)cc3C(=O)N([C@@H](C)CO)C[C@@H]2C)cc1
- BioA inh: 0.1

C[C@@H]1CCCCO[C@@H](CN(C)S(=O)(=O)c2ccccc2)[C@H](C)CN([C@H](C)CO)C(=O)c2cc(NC(=O)c3ccccc3)ccc2O1
- BioA inh: -2.2

C[C@@H]1CCCCO[C@@H](CN(C)Cc2ccc(C(=O)O)cc2)[C@@H](C)CN([C@@H](C)CO)C(=O)c2cc(NC(=O)Nc3ccccc3)ccc2O1
- BioA inh: -0.9

# 5 structures already listed, arranged by SMILES length, low to high.
Cc1ccc(S(=O)(=O)N[C@H]2C=C[C@H](CC(=O)NCc3ccccc3F)O[C@@H]2CO)cc1
- BioA inh: 3.4

CCCNC(=O)[C@@H]1[C@@H](CO)[C@@H]2Cn3c(cccc3=O)[C@H]1N2C(=O)C1CCC1
- BioA inh: -1.6

O=C(NCC1CC1)[C@@H]1[C@@H](CO)[C@@H]2Cn3c(cccc3=O)[C@H]1N2C(=O)c1ccc(F)cc1
- BioA inh: -1.9

C[C@H]1CN([C@@H](C)CO)C(=O)c2cc(NS(=O)(=O)c3ccc(F)cc3)ccc2O[C@H]1CN(C)Cc1ccc(C(=O)O)cc1
- BioA inh: -0.5

C[C@H](CO)N1C[C@H](C)[C@@H](CN(C)S(=O)(=O)c2ccc(Cl)cc2)Oc2c(NS(=O)(=O)c3ccc(Cl)cc3)cccc2C1=O
- BioA inh: -0.6
